thrombin 1536 = inhibitors of human thrombin. alpha-thrombin, Boc-VPR-AMC fluorogenic substrate cleavage. inhibition, % at 5 µM. 220,000 tested, 0.26% active;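 active = inhibition at or above 40%; inactive = inhibition below 40%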;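 also: 0% = enzyme with no compound and 100% = wells without enzyme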
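System – human alpha-thrombin · Medium – pH 7.5 Tris (50 mM) with NaCl 150 mM, Tween 20 0.05% · Compound – single-point dosing at 5 µM, 0.2% DMSO · Incubation – enzyme reaction carried out at room temperature · Technique – fluorescence of released AMC, ex 355 nm, em 460 nm · Read-out basis – % inhibition of thrombin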
PERK inhibitor = inhibitors of human PERK kinase. 220,000 tested, 0.17% active. inhibition, % at 5.6 µM. CHO PERK-DD fusion, SEAP luminescence translation reporter;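 active = inhibition above the mean inhibition of all tested compounds plus 3 SD, set separately per screening campaign, cut at about 2.9% in these data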;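 also: PERK kinase domain activated by AP20187 dimerizer at 100 nM; 0% = DMSO with dimerizer and 100% = rapamycin at 8.4 µM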
Wee1 stabilizer = human Wee1 degradation inhibition, primary screen | P30291 | HeLa Luc-Wee1K328M stability, luciferase luminescence; 100% = proteasome inhibitor MG132 effect | reporter increase, % at 5 µM | 220,000 tested, 1.2% active;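 active = activation above the mean of all tested compounds plus 3 SD, set per screening run, cut at about 8.8% in these data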;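 also: cells exposed to compound for 20 h before luminescence read; 0% = DMSO alone and 100% = MG132 at 30 µM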
FXIa inh = blocks human coagulation factor XIa protease activity. P03951. purified FXIa, Boc-Glu-Ala-Arg-AMC fluorogenic substrate. inhibition, % at 5 µM. 220,000 tested, 0.14% active;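 active = inhibition of at least 40%; inactive = inhibition below 40%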;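 also: fluorescence of freed AMC excited at 355 nm; 0% = enzyme without compound and 100% = no enzyme blank; many of its hits are not listed in these tables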
p97 ATPase inh = inhibitors of human p97 ATPase. recombinant p97 ATPase, Kinase-Glo ATP luminescence, 3 h. inhibition, % at 8 µM. AID 1481. 220,000 tested, 0.42% active; in the data active = inhibition above about 15%;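 also: 0% = DMSO vehicle and 100% = wells lacking enzyme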
Target sequence (P55072 whole entry, looked up): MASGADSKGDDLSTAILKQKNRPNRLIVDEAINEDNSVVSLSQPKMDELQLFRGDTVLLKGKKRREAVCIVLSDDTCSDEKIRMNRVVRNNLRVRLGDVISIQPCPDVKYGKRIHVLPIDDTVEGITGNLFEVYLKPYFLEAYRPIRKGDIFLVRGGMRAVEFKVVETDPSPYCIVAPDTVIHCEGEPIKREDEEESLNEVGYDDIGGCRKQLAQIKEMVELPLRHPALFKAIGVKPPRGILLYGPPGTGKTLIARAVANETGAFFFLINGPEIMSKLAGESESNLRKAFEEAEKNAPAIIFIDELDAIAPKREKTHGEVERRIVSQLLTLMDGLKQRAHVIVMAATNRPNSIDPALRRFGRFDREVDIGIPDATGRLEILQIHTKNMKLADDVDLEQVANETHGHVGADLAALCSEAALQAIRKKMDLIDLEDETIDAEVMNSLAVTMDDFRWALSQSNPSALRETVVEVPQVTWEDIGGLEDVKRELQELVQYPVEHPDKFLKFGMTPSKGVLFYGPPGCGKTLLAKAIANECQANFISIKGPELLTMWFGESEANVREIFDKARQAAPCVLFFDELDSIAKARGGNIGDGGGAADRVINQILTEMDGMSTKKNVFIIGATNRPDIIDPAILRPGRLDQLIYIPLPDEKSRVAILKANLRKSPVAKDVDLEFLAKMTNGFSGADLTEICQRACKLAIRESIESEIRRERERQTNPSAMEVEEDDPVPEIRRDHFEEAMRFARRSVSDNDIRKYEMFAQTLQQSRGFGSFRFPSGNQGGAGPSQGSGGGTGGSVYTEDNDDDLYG
Cl transport mod = modulators of human KCC2 chloride dependent transport. KCC2 cells, thallium flux FluoZin-2 fluorescence. B-score of Tl+ flux slope (higher = more flux/activation; lower = inhibition) at 10 µM. 190,000 tested, 2.2% active;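 active = thallium flux slope and its plate-corrected score both differing from the plate sample mean at a set confidence after two filtering rounds, in either direction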;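 also: slope of fluorescence scaled to starting intensity during 10 to 20 s after thallium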
FXIIa inh 1536 = blocks human coagulation factor XIIa protease activity. AID 800. 220,000 tested, 0.3% active. P00748. inhibition, % at 5 µM. purified FXIIa, Boc-QGR-AMC fluorogenic substrate, 2 h; in the data active = inhibition above about 40%;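 also: 0% = enzyme with no compound and 100% = blank without enzyme; many of its hits are not listed in these tables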
hK5 inh = blocks human kallikrein 5 protease activity. inhibition, % at 5 µM. 210,000 tested, 0.59% active. recombinant hK5, fluorogenic AMC substrate cleavage. AID 873;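 active = inhibition of 40% or more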;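 also: 0% = enzyme controls without compound and 100% = no-enzyme blanks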
Target sequence (Q9Y337 67-293 limits assumed): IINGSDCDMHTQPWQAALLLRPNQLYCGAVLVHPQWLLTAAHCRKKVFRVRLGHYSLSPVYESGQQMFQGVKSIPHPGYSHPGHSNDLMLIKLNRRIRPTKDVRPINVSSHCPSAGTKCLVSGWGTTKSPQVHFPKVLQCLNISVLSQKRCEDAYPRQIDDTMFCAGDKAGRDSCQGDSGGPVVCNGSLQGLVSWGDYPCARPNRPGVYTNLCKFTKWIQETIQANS
Furin inhibitor = inhibitors of human furin; P09958; purified furin, fluorogenic substrate cleavage; inhibition, % at 30 µM; 220,000 tested, 0.061% active; in the data active = inhibition above about 25%; also: inactives centre near -15
Active calls of the source: *; / = not tested or not shown; [ ] = remark or other dose.

SMILES	thrombin 1536	PERK inhibitor	Wee1 stabilizer	FXIa inh	p97 ATPase inh	Cl transport mod	FXIIa inh 1536	hK5 inh	Furin inhibitor
Cc1ccc(NC(=O)Cn2cccc2)c(Br)c1	-4	1.3	-2	-1	3	0.39	-1	-1	-36
CCOC(=O)Cn1c(=O)oc2cc(S(=O)(=O)N3CCN(c4ccccn4)CC3)ccc21	0	1.0	-1	2	-10	0.039	25	-3	2
Cc1nnc(NC2CCCCC2)[nH]c1=O	-8	0.6	0	4	12	0.83	1	-1	-10[20 µM]
COc1ccccc1N1CCN(C(c2ccc(N(C)C)cc2)c2nnnn2CCc2ccccc2)CC1 (stereo unspecified)	-2	0.1	7	-4	-2	-0.38	2	2	-20[20 µM]
COC(=O)c1ccc(-n2nnnc2SCC(=O)Nc2ccccc2OC)cc1	0	-1.3	4	-2	0	0.56	6	-2	-33
CC(C(=O)N1CCOCCOCCOCC1)N1C(=O)c2ccccc2C1=O (stereo unspecified)	-3	1.4	0	-5	1	0.43	7	-8	-18
COc1ccc(C2CC(c3ccccc3)=NN2C(=O)COC(=O)/C=C/c2ccc(O)c(OC)c2)cc1 (stereo unspecified)	2	-2.6	-1	3	2	0.76	3	3	-4
COc1ccc(CCC(=O)Nc2sccc2C#N)cc1	-25	0.8	12*	-9	5	-0.47	2	-3	-25
Cc1n[nH]c(C)c1NC(=O)c1cc([N+](=O)[O-])ccc1Cl	26	1.5	-3	-3	6	/	8	0	-30
COc1ccccc1NC(=O)COC(=O)CNC(=O)c1ccc(OC)c(OC)c1	2	0.6	0	1	4	-0.38	9	-22	-18
O=C(CCn1c(=S)oc2ccccc21)NC1CCCCC1	-3	-0.4	5	0	1	-0.57	9	-1	-23
C=CCNC(=O)/C=C/c1cccs1	-5	-0.5	0	-4	-4	0.45	4	-6	-2
COc1ccc(C/C(C)=N\NC(=O)c2cn(C)c3ccccc23)cc1OC	-4	-1.0	-1	-3	0	0.48	0	-4	-17
O=C(Cn1nc(C(F)(F)F)c2c1CCC2)Nc1ccccc1C(F)(F)F	15	-0.3	0	10	-3	-1.6	15	8	-12[20 µM]
CCn1c(SCC(=O)NCC2CCCO2)nc2c(c1=O)SC(C)C2 (stereo unspecified)	-1	-1.4	-1	3	-5	-1.2	15	-4	-12
CCCc1nc2ccccc2n1C(=S)SC	-3	0.8	2	-1	2	-0.086	12	/	-36
CC(C)C(NC(=S)NCc1ccccc1)C(=O)O (stereo unspecified)	-4	-1.2	5	-21	-4	/	12	7	-12[20 µM]
CC(=O)NC1=NN(C(C)=O)C(C)(CS(=O)(=O)c2ccc3ccccc3c2)S1 (stereo unspecified)	-2	0.1	0	0	3	0.44	6	-8	-7[20 µM]
c1cncc(CSc2nnc3ccc(-c4ccncc4)nn23)c1	1	1.4	0	-1	2	-0.13	7	0	-17
COc1c(C)cc(C(=O)C2CCCN(C(=O)CCc3scnc3C)C2)cc1C (stereo unspecified)	6	1.6	0	4	1	/	12	/	-27
CC(=O)NCCOc1cccc2cccnc12	-6	-0.6	1	-7	-7	/	8	-7	-9[20 µM]
Cc1ccc(S(=O)(=O)Nc2ccc(C(=O)Nc3ccncc3)cc2)cc1	2	-0.2	-1	10	-2	/	18	-6	3
CCOC(=O)c1c(-c2ccccc2)csc1NC(=O)CSc1nc(C)cc(C)n1	32	-1.0	-2	15	-10	-0.79	31	22	-13
CCSc1ccc2nnc(-c3ccc(F)cc3)n2n1	-1	-1.4	-1	-3	-3	-1.1	13	-9	3
Cc1c(Cl)c(C(=O)N2CCCC2)nn1C	-1	1.1	-1	2	1	0.96	9	-16	-14
CCc1cc(C(=O)O)c(NC(=O)C(c2ccccc2)c2ccccc2)s1	3	0.6	0	-13	3	-4.3*	11	10	-22[20 µM]
O=C(Nc1ccc(Cl)cn1)c1ccc2c(Cl)c3c(nc2c1)CCC3	1	0.8	3	2	7	0.35	7	2	-24
O=C(COC(=O)CNC(=O)c1ccccc1F)NCC(F)(F)F	-12	0.1	-4	-1	-1	-0.53	8	-9	-16
Cc1nc2nc(C)c(CCC(=O)N3CCN(c4ccccc4)CC3)c(C)n2n1	-9	-0.6	4	-4	1	/	3	-10	-18[20 µM]
CCOC(=O)c1nnn(-c2nonc2N)c1CSc1ccc(C)cc1	0	0.3	0	20	-5	/	26	-29	-10
COc1ccc(CNC(=O)C(NC(C)=O)C(=O)Nc2ccc(C(C)C)cc2)cc1 (stereo unspecified)	-6	0.6	-3	-6	1	-0.81	-1	-6	-12
Cc1ccc(C2=NN(C(=O)COc3ncnc4ccccc34)C(c3ccco3)C2)cc1 (stereo unspecified)	-4	0.5	1	-6	-1	-0.86	6	-1	-22
CCC(C)(C)n1nnnc1C(c1ccccc1F)N1CCC(C(N)=O)CC1 (stereo unspecified)	1	0.4	-1	4	1	0.083	12	-1	-13
CSc1nc(N(C)NC(=O)c2ccccc2)c2ccccc2n1	6	0.2	0	-9	4	/	-8	-30	-20[20 µM]
CC(=O)OC(C)CS(=O)(=O)c1ccccc1 (stereo unspecified)	-12	0.4	-2	-1	7	1.5	-4	-6	-21
CN(CCC#N)C(=O)CSc1ncnc2sc(-c3ccccc3)cc12	-7	-0.3	-2	1	1	0.56	1	6	-12
COc1ccc(C2/C=C\CN(C(=O)CC(C)C)CC(=O)N2Cc2ccc(F)cc2)cc1 (stereo unspecified)	0	/	/	4	/	-3*	12	6	-7
S=C(NCc1ccco1)Nc1ccc(Oc2ccc(Cl)cc2)cc1	-3	1.2	-3	3	6	0.49	7	-2	-9
O=C(CN(c1cccc(C(F)(F)F)c1)S(=O)(=O)c1ccccc1)N1CCOCC1	-2	-0.3	4	11	-1	1.4	8	3	-24
Cc1cc(=O)oc2c(CN(CC(C)C)CC(C)C)c(O)ccc12	-21	-0.7	3	-57	2	/	-48	-55	-88[20 µM]
CN(C)S(=O)(=O)N1CCN(C(=O)c2ccccc2)CC1	2	0.4	-2	5	3	-0.083	12	-16	-20[20 µM]
CCOc1ccc(C2/C(=C(\O)c3c(C)[nH]c(C(=O)OC)c3C)C(=O)C(=O)N2CCN(C)C)cc1 (stereo unspecified)	-1	0.9	-1	-8	-4	/	6	3	-13
Cc1occc1C(=O)Nc1c(F)c(F)c(F)c(F)c1F	-6	-1.3	6	-10	-5	/	2	10	-14[20 µM]
Cc1cc(C)n(CC(=O)Nc2cccc(C(F)(F)F)c2)n1	4	1.2	2	3	2	-0.17	22	-10	-18
O=C(CCCn1c(=O)[nH]c2cc(Cl)ccc2c1=O)NCCN1CCN(c2ccccc2)CC1	0	-0.4	-1	5	2	-1.1	1	-19	-12[20 µM]
Cc1cc(C)c([N+](=O)[O-])cc1NC(=O)CCS(=O)(=O)c1ccccc1	-2	0.6	-4	7	1	0.32	5	7	-22
CN(C)c1nc(SCC#N)nc(N(C)C)n1	-5	0.2	0	-1	6	0.16	4	11	2[20 µM]
Cc1ccc(S(=O)(=O)NCC(=O)OCC(=O)Nc2ccccc2OC(F)F)cc1	-9	0.6	1	5	3	-1.1	13	-2	-17
O=C(Cc1ccccc1F)OCC(=O)N1CCc2ccccc21	-14	0.3	2	-7	0	-2.9	-1	-3	-12
O=C(CCN1C(=O)S/C(=C\c2cccs2)C1=O)Nc1nccs1	1	0.5	-1	-2	4	-1.1	5	2	-19
CCNc1nc(SC(C)C(=O)OC)nc(N2CCOCC2)n1 (stereo unspecified)	-1	0.7	-3	-5	4	0.069	-2	115*	-11
Cc1ccc(NC(=O)CNC(=O)c2cccs2)cc1S(=O)(=O)Nc1ccc(Cl)cc1	-11	1.1	6	2	1	-1.2	6	-21	-10
COc1ccc(N2C(=O)CC2(C#N)c2ccc(OCc3ccccc3)cc2)cc1 (stereo unspecified)	-6	0.0	4	7	4	-1.1	6	-21	0
COc1ccc(C(=O)NC2CCN(C(=O)NC3CCCCC3)CC2)cc1	-10	-0.3	-1	23	3	/	12	-20	-8
COC(=O)c1ccc(-c2sc3nc(N4CCOCC4)c4c(c3c2N)CC(C)(C)OC4)o1	-6	-0.4	0	-3	6	0.5	4	-41	-17
O=C(OCc1cc2ccccc2[nH]c1=O)C1CCCCC1	-14	-0.6	-2	6	-6	0.95	16	-23	-7
N#Cc1nc(COc2ccccc2Cl)oc1N1CCCCCC1	20	0.0	6	16	-10	0.25	21	10	-4
Cc1ccc(N=Nc2c(C)[nH]n(-c3ccccc3)c2=O)c(C)c1	-12	0.9	-1	-3	4	1	4	-4	-15
Cc1cc(C)cc(N2CC(O)=C(c3nc4ccccc4c(=O)[nH]3)C2=N)c1	4	1.6	2	-2	8	0.24	4	-4	-27
CCN(C(=O)CN1CCOCC1)c1c(N)n(Cc2ccccc2)c(=O)[nH]c1=O	-11	0.2	2	-5	3	0.63	2	-10	-7

Three structures out of the list, ordered by formula weight, low to high.
SMILES	thrombin 1536	PERK inhibitor	Wee1 stabilizer	FXIa inh	p97 ATPase inh	Cl transport mod	FXIIa inh 1536	hK5 inh	Furin inhibitor
Cc1cc(=O)oc2c(CN(CC(C)C)CC(C)C)c(O)ccc12	-21	-0.7	3	-57	2	/	-48	-55	-88[20 µM]
O=C(COC(=O)CNC(=O)c1ccccc1F)NCC(F)(F)F	-12	0.1	-4	-1	-1	-0.53	8	-9	-16
CCN(C(=O)CN1CCOCC1)c1c(N)n(Cc2ccccc2)c(=O)[nH]c1=O	-11	0.2	2	-5	3	0.63	2	-10	-7

Continued.
SMILES	thrombin 1536	PERK inhibitor	Wee1 stabilizer	FXIa inh	p97 ATPase inh	Cl transport mod	FXIIa inh 1536	hK5 inh	Furin inhibitor
Cc1nc(=O)c(-c2ccccc2)c(C)n1CCCCCC(=O)O	-5	0.8	0	-3	2	/	4	34	-21[20 µM]
Cc1ccsc1/C=N/NC(=O)CNC(=O)c1ccco1	3	0.2	2	-6	-2	-1.3	-1	-16	-7
O=C(c1ccc(-c2ccccc2)cc1)N1CCN(Cc2ccccn2)CC1	-4	0.7	0	-8	4	/	4	-1	-16
COc1cc(CNc2ccccc2SC)ccc1O	7	0.4	1	9	1	/	18	4	-8
CCCCC(=O)Nc1ccc2oc(-c3cccnc3)nc2c1	1	-0.3	7	-4	1	-0.31	-6	-37	-34
COCCNc1c(-c2ccc(OC)c(OC)c2)nc2ccc(Cl)cn12	-13	-1.1	1	-4	-6	-1.3	1	-1	-9
Cc1ccc(NC(=O)Cn2cccc2C2=NC(c3ccccc3)CO2)c(C)c1 (stereo unspecified)	-4	0.1	4	-4	-4	0.86	2	-7	-1
CCC(Sc1nc2c(c(=O)[nH]1)CCC2)C(=O)Nc1cccc(OC)c1 (stereo unspecified)	-2	1.0	0	-1	5	-1.3	9	-1	-12
N#CC1=C(N)Oc2n[nH]c(-c3ccncc3)c2C1c1ccsc1 (stereo unspecified)	-5	-0.8	0	-3	-6	0.035	-8	-11	-16[20 µM]
C=CCONC(=O)c1cc(OCC(F)(F)F)ccc1OCC(F)(F)F	2	0.7	-1	1	2	0.15	0	-7	-2[20 µM]
OCCC1CN(Cc2cnc(-c3cccc4ccccc34)nc2)CCN1C1CCCCC1 (stereo unspecified)	-9	0.0	-3	0	2	-0.92	4	-6	-32
O=C(CCN1CCCC1)Nc1ccc(Br)cc1	-2	0.8	0	4	3	0.82	12	-7	-23[20 µM]

Quoted at random: 2 entries already listed
SMILES	thrombin 1536	PERK inhibitor	Wee1 stabilizer	FXIa inh	p97 ATPase inh	Cl transport mod	FXIIa inh 1536	hK5 inh	Furin inhibitor
COCCNc1c(-c2ccc(OC)c(OC)c2)nc2ccc(Cl)cn12	-13	-1.1	1	-4	-6	-1.3	1	-1	-9
C=CCONC(=O)c1cc(OCC(F)(F)F)ccc1OCC(F)(F)F	2	0.7	-1	1	2	0.15	0	-7	-2[20 µM]

Screening data: PubChem BioAssay, several laboratories
